Bcl-2 Bim block: disrupts Bim peptide binding to human Bcl-2; inhibition, % at 10 µM; hit rate 0.06% among 190,000; Bead-based flow cytometry, Bim peptide-Bcl-2 binding; in the data active means inhibition above about 40%; inconclusive means no clear call, values can overlap the other calls;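 further: 0% = no compound wells with probe peptide and 100% = reference peptide inhibitor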
ABCG2 block: human ABCG2 inhibition, ABCB1 as counter-screen. Q9UNQ0. IgMXP3 cells, JC-1 efflux, flow cytometry. inhibition, % at 6.6 µM. hit rate 0.1% among 190,000;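 active means inhibition above 80%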;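 further: 0% = DMSO and 100% = nicardipine control wells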
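Assay system – ABCG2 IgMXP3 and barcoded ABCB1 CCRF-Adr cell mix · Input – 3 million cells/mL in well · Reagent – JC-1 fluorescent substrate · Compound – single test compound dose, 6.6 µM final · Timing – 10 min exposure at 25 °C with rotation, no wash · Detection – flow cytometry of retained JC-1 fluorescence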
RGS4-Gao reg: modulates binding of RGS4 to human Galphao; Multiplexed bead flow cytometry; actives lie on both sides; hit rate 0.33% among 220,000; binding response (% of control), % at 10 µM; P09471; AID 1415; in the data active means binding response below about 49% or above about 150%; inactive means in between;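 further: fluorescent Galphao activated with aluminum fluoride binding bead-coupled RGS4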
Target sequence (P09471 whole entry, looked up): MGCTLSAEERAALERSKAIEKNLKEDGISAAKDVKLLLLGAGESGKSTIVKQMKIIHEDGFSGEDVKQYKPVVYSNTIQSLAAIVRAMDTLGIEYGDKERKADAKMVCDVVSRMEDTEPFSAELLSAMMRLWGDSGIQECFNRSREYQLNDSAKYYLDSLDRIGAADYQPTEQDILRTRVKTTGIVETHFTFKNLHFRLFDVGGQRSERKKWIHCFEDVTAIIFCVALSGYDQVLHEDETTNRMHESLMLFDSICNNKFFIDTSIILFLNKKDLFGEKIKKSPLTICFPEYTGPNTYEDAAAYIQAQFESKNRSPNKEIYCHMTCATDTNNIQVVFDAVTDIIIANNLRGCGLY
Bim-Bfl-1: inhibitors of Bim-Bfl-1 interaction, human; Q16548; Bead-based flow cytometry, Bim-Bfl-1 binding inhibition; inhibition, % at 10 µM; hit rate 0.12% among 190,000;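 further: 0% = wells without compound plus tracer and 100% = blocker peptide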
ABCB1 block: inhibitors of human ABCB1 transporter, ABCG2 counter-screen; P08183; CCRF-Adr cells, JC-1 efflux, flow cytometry; inhibition, % at 6.6 µM; hit rate 0.067% among 190,000; AID 1326; in the data active means inhibition above about 40%;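 further: 0% = vehicle and 100% = reference inhibitor; higher value means more JC-1 retained so stronger ABCB1 efflux block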
RGS7-Gao reg: human RGS7-Galphao interaction regulation. Multiplexed bead flow cytometry, RGS7-Galphao binding; actives lie on both sides. hit rate 0.35% among 220,000. AID 1439. binding response (% of control), % at 10 µM; in the data active means binding response below about 49% or above about 150%; inconclusive means no clear call, values can overlap the other calls; inactive means in between;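 further: fluorescent Galphao held in activated GDP-AlF4 state binding bead-coupled RGS7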
Mcl-1 Bim block: disrupts Bim peptide binding to human Mcl-1; hit rate 0.1% among 190,000; Bead-based flow cytometry, Bim peptide-Mcl-1 binding; inhibition, % at 10 µM;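 further: 0% = no compound tracer wells and 100% = peptide blocker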
Bim-Bcl-B: disrupts Bim peptide binding to human Bcl-B | Q9HD36 | bead-based flow cytometry | inhibition, % at 10 µM | hit rate 0.073% among 190,000 | AID 951;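 further: 0% = tracer peptide without compound and 100% = reference inhibitor peptide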
Target sequence (Q9HD36 whole entry, looked up): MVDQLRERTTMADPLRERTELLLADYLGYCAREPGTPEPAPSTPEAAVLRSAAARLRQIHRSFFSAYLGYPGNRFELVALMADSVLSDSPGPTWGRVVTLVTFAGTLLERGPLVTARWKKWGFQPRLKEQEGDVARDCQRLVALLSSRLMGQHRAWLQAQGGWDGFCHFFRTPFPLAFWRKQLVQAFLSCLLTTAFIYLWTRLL
Bim-Bcl-XL: inhibitors of Bim-Bcl-XL interaction, human. hit rate 0.04% among 190,000. AID 1007. Bim peptide-Bcl-XL binding, bead flow cytometry, fluorescence. Q07817. inhibition, % at 10 µM
Target sequence (Q07817 whole entry, looked up): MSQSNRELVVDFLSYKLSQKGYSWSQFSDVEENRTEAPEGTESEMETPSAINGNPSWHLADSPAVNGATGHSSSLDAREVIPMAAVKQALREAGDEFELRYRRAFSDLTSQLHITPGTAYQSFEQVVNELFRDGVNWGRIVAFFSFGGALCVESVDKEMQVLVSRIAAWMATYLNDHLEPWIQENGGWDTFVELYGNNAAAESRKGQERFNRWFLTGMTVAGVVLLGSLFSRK
RGS8-Gao: modulates binding of RGS8 to human Galphao | response (percent of control binding), % at 10 µM | multiplexed bead flow cytometry; actives lie on both sides | hit rate 0.34% among 220,000 | AID 1423; in the data active means response below about 60% or above about 140%; inactive means in between;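 further: Galphao activated as the GDP aluminium fluoride complex binding bead-coupled RGS8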
Bim-Bcl-W: inhibitors of Bim-Bcl-W interaction, human | bead-based flow cytometry, Bim peptide-Bcl-W binding | inhibition, % at 10 µM | hit rate 0.02% among 190,000;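 further: 0% = bound tracer without compound and 100% = peptide blocker; higher means less fluorescent Bim peptide bound to Bcl-W beads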
Target sequence (Q92843 whole entry, looked up): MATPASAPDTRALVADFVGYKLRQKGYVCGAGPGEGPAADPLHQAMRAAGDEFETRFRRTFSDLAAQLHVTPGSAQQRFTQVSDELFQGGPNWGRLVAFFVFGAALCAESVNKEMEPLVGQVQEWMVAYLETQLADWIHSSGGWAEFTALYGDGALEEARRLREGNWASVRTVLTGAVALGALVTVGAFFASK
Starred values were filed as active, the others as inactive; ? = inconclusive. Unless noted, no stated cut-off is given here; in the data, active means inhibition above about 40%.

Sequence of screens – Bcl-2 Bim block, ABCG2 block, RGS4-Gao reg, Bim-Bfl-1, ABCB1 block, RGS7-Gao reg, Mcl-1 Bim block, Bim-Bcl-B, Bim-Bcl-XL, RGS8-Gao, Bim-Bcl-W
COc1ccc(CCC(=O)NC(C)C)cc1
 : -3.0, -1.0, 98.8, 0.0, 0.4, 97.9, -4.0, -2.0, -3.0, 100.3, -1.0
COc1ccc(NC(=O)Cn2cnc3sc(C)c(S(=O)(=O)N4CCOCC4)c3c2=O)c(OC)c1
 : 0.0, 0.2, 98.5, 4.0, 0.0, 95.8, -4.0, 0.0, -1.0, 99.5, -7.0
O=C(CSc1nc(COc2ccccc2)nc2ccccc12)NC1CCCC1
 : -3.0, 6.7, 100.2, -6.0, 1.2, 98.0, 0.0, -19.0, 0.0, 103.7, 0.0
Cc1cc(C=O)c2c(c1)C=CC1(Oc3ccccc3C(=O)N1C)O2 (stereo unspecified)
 : 1.0, 2.3, 108.4, 0.0, 1.2, 107.6, -1.0, -6.0, 0.0, 102.4, -2.0
O=C(Nc1ccc(S(=O)(=O)N2CCCCC2c2cccnc2)cc1)c1c(F)cccc1F (stereo unspecified)
 : -2.0, 2.0, 101.1, -1.0, 0.5, 96.7, -2.0, -2.0, 0.0, 100.8, -1.0
CCCc1cc(=O)n2[nH]cnc2n1
 : 5.0, 0.2, 107.3, 2.0, 0.1, 101.9, 0.0, 1.0, 13.0, 97.8, 2.0
CS(=O)(=O)N(CC(=O)NC1CCCC1)Cc1ccc(Cl)cc1
 : -12.0, 2.7, 103.2, -16.0, 0.6, 106.3, -1.0, -7.0, -1.0, 102.7, 0.0
Cc1cccc(C)c1NC(=O)C1C2C=CC(C2)C1C(=O)NCc1ccccn1 (stereo unspecified)
 : 3.0, 1.1, 95.4, -7.0, 0.2, 95.4, 15.0, -1.0, -3.0, 96.7, 2.0
COc1ccc(Br)cc1CNC(=O)CCN1C(=O)COc2ccccc21
 : -2.0, 3.0, 101.0, -7.0, 0.6, 95.2, 3.0, -5.0, -1.0, 98.9, 5.0
CC(NC(=O)COC(=O)c1ccccc1Nc1ccccc1)c1ccccc1 (stereo unspecified)
 : -8.0, 4.2, 99.3, -6.0, 0.8, 97.5, -2.0, -5.0, -3.0, 100.9, -2.0
COc1ccc(-c2nnc(SCC(=O)Nc3sc4c(c3C#N)CCC4)n2CC2CCCO2)cc1 (stereo unspecified)
 : -10.0, 73.0, 99.7, -20.0, 2.5, 97.2, -8.0, -12.0, -9.0, 101.0, -5.0
COn1c(C)c(C(C)=O)c2c3no[n+]([O-])c3ccc21
 : -6.0, 21.5, 99.3, -5.0, -0.3, 101.2, -6.0, -3.0, -12.0, 101.1, -7.0
COc1cc(-c2nnc(CSc3nnc(Nc4ccc(Oc5ccccc5)cc4)s3)o2)cc(OC)c1OC
 : 7.0, 4.7, 98.3, 8.0, 1.8, 96.0, 11.0, 11.0, 13.0, 100.2, 12.0
S=C(Nc1ccc(Oc2ccccc2)cc1)NC1CCCC1
 : 6.0, 40.3, 103.8, 10.0, 1.4, 103.0, 0.0, 5.0, 0.0, 116.3, 1.0
CC(C)NS(=O)(=O)c1ccc(OCC(N)=O)c(Cl)c1
 : -2.0, 0.8, 105.1, -5.0, -0.1, 108.4, 2.0, -7.0, 0.0, 102.2, 0.0
CCc1ccc2nc(NC(=O)Cn3cnc4ccccc4c3=O)sc2c1
 : -2.0, -0.9, 91.7, -1.0, -0.1, 97.6, -1.0, -6.0, 0.0, 102.1, -1.0
CCN(C(=O)CN1CCN(c2ccc(OC)cc2)CC1)c1c(N)n(Cc2ccccc2)c(=O)[nH]c1=O
 : -4.0, -0.1, 106.8, -7.0, 0.0, 101.7, 4.0, -5.0, -6.0, 101.8, 2.0
Cc1c(C(=O)c2no[n+]([O-])c2C(=O)c2cnn(C)c2C)cnn1C
 : -4.0, -0.3, 91.8, 0.0, 0.0, 86.2, 6.0, -2.0, 0.0, 93.2, 5.0
COc1ccccc1OCCCn1c(=O)oc2ccccc21
 : -11.0, 20.6, 104.0, -16.0, -1.8, 102.1, -2.0, -5.0, -5.0, 101.9, -1.0
O=C(Cn1cnc2ccccc2c1=O)NCc1cccs1
 : 1.0, -0.9, 105.7, -4.0, -0.6, 104.1, 0.0, 0.0, 0.0, 107.3, 0.0

Random excerpt: 2 records from the list
Sequence of screens – Bcl-2 Bim block, ABCG2 block, RGS4-Gao reg, Bim-Bfl-1, ABCB1 block, RGS7-Gao reg, Mcl-1 Bim block, Bim-Bcl-B, Bim-Bcl-XL, RGS8-Gao, Bim-Bcl-W
Cc1c(C(=O)c2no[n+]([O-])c2C(=O)c2cnn(C)c2C)cnn1C
 : -4.0, -0.3, 91.8, 0.0, 0.0, 86.2, 6.0, -2.0, 0.0, 93.2, 5.0
CCN(C(=O)CN1CCN(c2ccc(OC)cc2)CC1)c1c(N)n(Cc2ccccc2)c(=O)[nH]c1=O
 : -4.0, -0.1, 106.8, -7.0, 0.0, 101.7, 4.0, -5.0, -6.0, 101.8, 2.0

Carrying on.
Sequence of screens – Bcl-2 Bim block, ABCG2 block, RGS4-Gao reg, Bim-Bfl-1, ABCB1 block, RGS7-Gao reg, Mcl-1 Bim block, Bim-Bcl-B, Bim-Bcl-XL, RGS8-Gao, Bim-Bcl-W
O=C(NS(=O)(=O)c1ccccc1Cl)c1ccc[nH]1
 : 0.0, 3.1, 116.2, 0.0, 0.3, 102.6, -3.0, -4.0, -5.0, 103.3, -2.0
O=C(CSc1nnc2ccccn12)NCCc1ccc(F)cc1
 : -3.0, 0.0, 92.5, -3.0, -0.3, ?, 0.0, -1.0, 1.0, 95.9, -2.0
CS(=O)(=O)Nc1ccc(C(=O)N2CCN(c3ccccc3F)CC2)cc1
 : -4.0, 2.2, 91.8, -8.0, 0.2, 92.6, 2.0, -4.0, 0.0, 95.8, 2.0
Cc1ccc(-n2c(SCC(=O)Nc3cccc(C)c3)nc3c(oc4ccccc43)c2=O)cc1
 : 0.0, -0.1, 104.2, -7.0, 0.1, 104.8, -3.0, -1.0, -9.0, 106.6, -11.0
CCOc1cccc(OCCOCCNC(C)(C)C)c1
 : -3.0, -0.1, 100.3, -9.0, 0.2, 100.8, -2.0, -5.0, -5.0, 99.1, -3.0
CCN(CC)S(=O)(=O)c1cccc(-c2nnc(C(=O)c3ccc(C(F)(F)F)cc3)o2)c1
 : -2.0, 2.5, 105.5, -10.0, 0.1, 102.1, 4.0, -2.0, 1.0, 100.3, 0.0
O=C(O)c1cc(NC(=S)NC(=O)C(c2ccccc2)c2ccccc2)ccc1Cl
 : -1.0, -1.4, 100.6, -3.0, -0.6, 99.1, 2.0, -5.0, 0.0, 100.8, -2.0
CCCC(CCC)C(=O)NNc1cc(=O)c2c(=O)n(C)c(=O)n(C)c2[nH]1
 : -6.0, 3.0, 99.9, -10.0, 1.2, 96.3, 0.0, -12.0, -9.0, 97.6, 0.0
Cc1[nH]c2ccc(-c3n[nH]c(=S)n3-c3ccccc3)cc2c1C
 : -3.0, -2.6, 98.3, 12.0, -0.5, 101.9, -3.0, -21.0, -5.0, 97.3, -1.0
CCOc1cc(C2NC(=O)NC(C)=C2C(C)=O)cc(Cl)c1OCC(=O)O (stereo unspecified)
 : -10.0, 15.2, 101.9, -17.0, -0.3, 100.0, -4.0, -8.0, -7.0, 101.1, 0.0
C=CCn1c(SCC(=O)c2ccc(Br)cc2)nnc1C(C)NC(=O)Cc1ccc(OC)cc1 (stereo unspecified)
 : 0.0, 4.7, 89.2, -1.0, 1.2, 90.4, -4.0, -3.0, 0.0, 92.0, -2.0
Cc1ccc2nc(N/N=C/c3ccccc3C#N)nc(-c3ccccc3)c2c1
 : -2.0, 1.6, 84.6, -1.0, 0.8, 85.1, -2.0, -2.0, -1.0, 88.2, -2.0
O=C(CCN1C(=O)c2ccccc2C1=O)Nc1ccc(F)cc1F
 : -8.0, 4.2, 101.0, -4.0, 0.7, 103.7, -5.0, -8.0, -7.0, 101.1, -2.0
COc1ccc(C2CC(c3cccs3)=NN2C(=O)CN2CCCCC2)cc1 (stereo unspecified)
 : -4.0, 11.7, 99.6, -5.0, 2.2, 95.4, -5.0, -5.0, -4.0, 98.9, -4.0
O=C(Cc1ccccc1)N/N=C/c1ccc2cccc(O)c2n1
 : 1.0, 1.7, 101.3, -2.0, 0.2, 100.3, 0.0, -4.0, -2.0, 100.0, 2.0
c1ccc(CCn2c(SCc3ccccc3)nnc2-c2ccncc2)cc1
 : 3.0, 1.1, 96.8, 0.0, 0.6, 99.0, 1.0, -1.0, -2.0, 104.2, 1.0
Cc1c(-c2ccccc2)oc2c(C(=O)OCC(=O)Nc3ccc(F)cc3)cccc2c1=O
 : -9.0, 5.6, 98.4, -14.0, 0.6, 99.2, -7.0, -12.0, -12.0, 98.7, -9.0
Cc1cc(=O)oc2cc(Oc3ncccc3[N+](=O)[O-])ccc12
 : 1.0, 21.6, 94.5, 2.0, 0.7, 88.2, -1.0, -3.0, -1.0, 98.4, -1.0
CCCS(=O)(=O)N1CCC(C(=O)NCCC(C)C)CC1
 : -3.0, 0.6, 102.1, -4.0, 0.2, 102.0, 2.0, -2.0, -1.0, 102.9, 0.0
Cn1cc(CNCc2cnc3ccccn23)c(-c2ccc(Oc3ccccc3)cc2)n1
 : -3.0, 2.1, 103.2, -4.0, 1.7, 104.3, -4.0, -2.0, -3.0, 105.0, -1.0
CCOC(=O)C1C(=O)C=C(c2cccc(NS(C)(=O)=O)c2)CC1c1ccco1 (stereo unspecified)
 : 21.0, 2.3, 100.6, 13.0, 0.9, 102.0, 2.0, -2.0, 10.0, 96.9, 0.0
CCc1n[nH]c2c1/C(=N\O)CC(C)(C)C2
 : 5.0, 1.9, 94.9, -1.0, 0.3, 95.1, 0.0, 0.0, -1.0, 98.4, 0.0
CCOC(=O)c1c(N)sc(C(C)=O)c1C
 : -1.0, -4.6, 96.8, -1.0, -5.3, 100.0, 0.0, 0.0, 1.0, 98.2, 0.0
COc1ccc(-n2ncc3c(N4CCCCC4)ncnc32)cc1
 : -9.0, 7.2, 100.7, -10.0, 0.6, 99.6, -4.0, -12.0, -8.0, 102.4, -11.0
COC(=O)c1sc(-c2ccccc2)cc1NC(=O)c1ccccc1
 : -1.0, -0.8, 103.0, -3.0, -0.2, 97.8, -6.0, -6.0, -9.0, 102.3, -6.0
Cn1c(CNC(=O)c2ccc(Cl)c(Cl)c2)nnc1SCC(=O)Nc1sc2c(c1C#N)CCCC2
 : 2.0, -0.3, 97.8, 0.0, -0.2, 101.0, 0.0, -1.0, -3.0, 105.1, 0.0

Screens from PubChem.
